XIAP antagonists: small molecules displacing peptide from XIAP – biochemical, IAP family, fluorescence polarization (AID 1018). XIAP BIR domain, fluorescence polarization peptide displacement; higher % means a stronger effect. one-dose displacement, % at 20 µM; IC50 in µM for titrated hits. 0.007% of 200,000 active; in the data active means displacement above about 50%; further: a part of the inactive calls stands beside numbers as strong as those of hits
RSV antiviral HEp-2: RSV antiviral activity via CPE protection, HEp-2 cells, primary 10 µM value included (AID 2391); HEp-2 cells, RSV-induced CPE inhibition; higher % means a stronger effect; CPE inhibition, % at 10 µM; hits with a dose series show IC50 in µM; 0.13% of 310,000 active; in the data active means a potency from the dose series; inconclusive means CPE inhibition mostly from about 23% at the one dose, without a potency; inactive means the rest, 99 in 100 with CPE inhibition below about 21%; further: strong numbers were not always called active
PhoP inhibition: inhibitors of PhoP regulon expression, primary screen, Salmonella Typhimurium, GFP reporter (AID 1863); S. Typhimurium PhoP-regulated promoter GFP reporter, 4 h; higher % means a stronger effect; inhibition, % at 50 µM; hits with a dose series show IC50 in µM; 0.16% of 300,000 active;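 active means inhibition over 29.93%, a cutoff 3 SD above the screen mean, later confirmed by dose response; inconclusive means inhibition over 29.93% but no dose response follow-up; inactive means inhibition at most 29.93% or unconfirmed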;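 further: 0% = low Mg2+ inducing control and 100% = high Mg2+ repressing control; strong numbers were not always called active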
PMI inhibition: MPI inhibition at elevated mannose 6-phosphate – biochemical, fluorescence intensity, high mannose 6-phosphate, primary screen (AID 1220); recombinant PMI enzyme, coupled fluorescence intensity; higher % means a stronger effect; one-dose inhibition, % at 20 µM; IC50 in µM for titrated hits; 0.66% of 190,000 active
WT yeast gro inh: growth inhibition of WT yeast, mitochondrial fusion screen; mitochondrial fusion phenotypic screen, WT strain; inhibition, % at 10 µM; 2.1% of 190,000 active; AID 1362; in the data active means inhibition above about 58%; tested in S. cerevisiae
Myeloid diff MLP: promotes myeloid progenitor differentiation. ER-HoxA9 myeloid progenitors, lysozyme-GFP differentiation, flow cytometry. calls only at 10 µM. 1% of 360,000 active;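 active means normalized GFP-positive differentiation at or above the plate's own cutoff, the solvent-only control mean plus 3 SD; inconclusive means no clear call, values can overlap the other calls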;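 further: cells exposed to compound for four days before flow analysis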
SIAH1 antagonists: Siah-1 peptide-binding antagonists, primary screen, biochemical, fluorescence polarization, rhodamine-plectin, uHTS (AID 1817) | Siah-1 / rhodamine-plectin peptide fluorescence polarization; higher % means a stronger effect | displacement, % at 20 µM, or IC50 in µM where a hit was titrated | 0.02% of 290,000 active;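 active means displacement of at least 50% at 20 µM, with a fluorescence ratio check between 0.3 and a set limit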;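 further: plate controls were Siah plus tracer with DMSO for no effect and tracer alone without Siah for full effect; strong numbers were not always called active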
TNAP activation fold: human TNAP enzyme activators, primary screen, biochemical, luminescent, no phosphate acceptor, uHTS (AID 1001) | purified TNAP, luminescent activation assay, no phosphate acceptor; higher activation fold means a stronger effect | one-dose activation fold at 20 µM; EC50 in µM for titrated hits | 0.03% of 200,000 active; in the data active means activation fold from about 3, or a potency from the dose series; inactive means the rest, 99 in 100 with activation fold below about 1.6; further: many of its hits are not listed in these tables
human PMI inhibition: MPI enzyme activity inhibition – biochemical, fluorescence intensity, coupled assay, primary screen (AID 1209) | purified PMI enzyme, coupled fluorescence intensity; higher % means a stronger effect | one-dose inhibition, % at 20 µM; IC50 in µM for titrated hits | 0.42% of 190,000 active;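 further: plate controls were DMSO vehicle for no effect and wells lacking substrate for full effect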
WT yeast gro inh mutant strain: further read-out of WT yeast gro inh, marked with its call; inhibition, %; mitochondrial fusion phenotypic screen, mutant strain inhibition
Myeloid diff MLP GFP+ MAC1+ %: second read-out of Myeloid diff MLP, no call of its own (marks repeat the call); GFP+ MAC1+ double positive, %; measured here: differentiation confirmed by MAC1 staining
The depositor's hits bear a star; i = inactive; ? = inconclusive; / = not tested or not shown. Unless noted, no stated cut-off is given here; in the data, active means inhibition above about 50%; inactive means the rest. Compounds were not picked by outcome. About 3.1% of those tested had a hit in this group.

Fields: TNAP activation fold	WT yeast gro inh mutant strain	Myeloid diff MLP GFP+ MAC1+ %	SIAH1 antagonists	WT yeast gro inh	PMI inhibition	XIAP antagonists	human PMI inhibition	Myeloid diff MLP	RSV antiviral HEp-2	PhoP inhibition
1) CN1CC(=O)N(CC(=O)Nc2ccc(Br)cc2F)C1=O
→ 1.1	3	1.1	2%	22	7%	-4.2%	4%	i	2.1%	-8%
2) CCOc1ccc(-c2c(C#N)c(N)nc3sc(C(=O)c4ccccc4)c(N)c23)cc1
→ /	/	0.2	-3%	/	/	/	/	i	1.9%	-24%
3) O=C(c1cnccn1)N(c1ccccc1)C1(C(=O)NC2CCCCC2)CCCCC1
→ 1.1	3	0.7	9%	-2	-10%	-0.7%	-7%	i	4.9%	-8%
4) COc1cccc(NC(=S)N(CCCN2CCN(C)CC2)Cc2ccco2)c1
→ 1.1	7	0.5	-2%	-2	-8%	1.0%	-5%	i	-1.1%	-9%
5) CCOC(=O)CN1C(=O)CN(c2ccc(C)cc2)C1=O
→ 1.1	3	0.5	6%	-19	2%	1.8%	14%	i	1.7%	10%
6) COc1ccc(N2CCN(C(=O)CN(C)S(=O)(=O)c3cnc[nH]3)CC2)cc1
→ 1.1	-22	1.1	7%	0	21%	5.7%	1%	i	1.5%	4%
7) O=C(CN1CCCC(O)C1)N1c2ccccc2Sc2ccc(C(F)(F)F)cc21 (stereo unspecified)
→ 1	0	0.4	-1%	-3	4%	-5.3%	7%	i	0.4%	-8%
8) CN(CCC#N)C(=O)COC(=O)c1ccccc1OCc1ccccc1Cl
→ 1.1	-20	0.2	5%	-13	-8%	-7.1%	-5%	i	-0.4%	-2%
9) CC(C)(C)OC(=O)CN1C(=O)NC(Cc2c[nH]c3ccccc23)C1=O (stereo unspecified)
→ /	/	1.4	3%	/	/	/	/	i	-0.3%	5%
10) CC1(C)Cc2c(sc(NC(=O)COc3ccc(Cl)cc3)c2C#N)C(C)(C)N1
→ /	/	0.9	8%	/	/	/	/	i	1.0%	3%
11) CCOC(=O)Cn1nc(-c2ccccc2)c2cnc3ccc(C)cc3c21
→ 1.1	-14	4.7	20%	-7	12%	-5.7%	9%	i	0.3%	3%
12) COc1ccccc1NS(=O)(=O)NC(=O)c1cn(C)c2ccccc12
→ /	/	0.4	3%	/	/	/	/	i	3.2%	3%
13) CCC(C)(C)n1nnnc1C(c1ccc2ncccc2c1)N1CCCC(C)C1 (stereo unspecified)
→ 1.1	-12	2.4	5%	2	10%	-0.2%	3%	i	0.8%	2%
14) CCCCc1ccc(/C(C)=N/Nc2cc(N3CCOCC3)nc(C)n2)cc1
→ /	/	0.3	2%	/	/	/	/	i	0.9%	7%
15) C=CCn1c(C)cc(C(=O)CSc2nnc3c(Cl)cc(Cl)cn23)c1C
→ 1.1	15	0.9	-1%	9	-1%	0.6%	-1%	i	2.4%	3%
16) Cc1ccc(N2CC(C(=O)Nc3cccnc3)CC2=O)cc1 (stereo unspecified)
→ 1.1	-5	0.8	0%	-1	1%	-0.9%	5%	i	1.6%	-1%
17) Cc1ccc(C(=O)N2c3ccc(F)cc3CCC2C)o1 (stereo unspecified)
→ 1.1	-40	0.7	3%	6	14%	0.2%	14%	i	1.5%	-18%
18) CCOCCn1c(SCC)nc2c1c(=O)[nH]c(=O)n2C
→ 1	-20	0.1	-2%	-13	-20%	-1.4%	-15%	i	0.6%	-8%
19) CC(C)NCCOCCSc1ccc(Cl)cc1
→ 1.1	-3	0.5	2%	16	5%	-4.0%	3%	i	0.0%	5%
20) CCNc1c([N+](=O)[O-])c(=O)n(CC)c2ccccc12
→ /	/	0.1	5%	/	/	/	/	i	0.3%	-10%
21) N#C/C(=C\c1c(Oc2ccccc2F)nc2ccccn2c1=O)C(=O)NC1CCS(=O)(=O)C1 (stereo unspecified)
→ /	/	0.6	-5%	/	/	/	/	i	0.1%	5%
22) CNCC(O)Cn1c2c(c3ccccc31)CCCC2 (stereo unspecified)
→ 1.1	-5	0.2	-6%	-1	3%	0.1%	12%	i	0.4%	0%
23) CC(C)c1nc(N2CCN(C(=O)c3ccco3)CC2)c(C#N)c2c1COC(C)(C)C2
→ /	/	0.6	3%	/	/	/	/	i	14%	-3%
24) COc1ccc(NC(=O)c2sc3nc(N4CCCC4)c4c(c3c2N)CC(C)(C)OC4)c(OC)c1
→ /	/	0.0	9%	/	/	/	/	i	5.3%	-15%
25) CC(C)CCn1c(SCC(N)=O)nc2c1c(=O)n(C)c(=O)n2C
→ 1.2	-3	5.5	0%	8	15%	-2.1%	-14%	i	1.5%	-9%
26) C=CCn1c(C(C)NC(=O)c2cccs2)n[nH]c1=S (stereo unspecified)
→ 1	7	0.4	0%	-3	-1%	0.1%	0%	i	0.3%	-6%
27) COc1ccc(CNC(=O)Cn2nc(-c3ccc4c(c3)OCCO4)ccc2=O)cc1
→ 1.2	-10	15	0%	-12	-1%	-1.6%	6%	i	0.0%	-9%
28) COc1ccc(CCNC(=O)/C=C\c2ccccc2)cc1OC
→ 1.1	0	0.8	3%	4	6%	-1.5%	6%	i	1.2%	3%
29) COc1ccc(C(=O)n2nc(C)c(Br)c2C)cc1OC
→ /	/	0.6	9%	/	/	/	/	i	1.1%	1%
30) COc1ccc(NC(=O)COC(=O)c2c3c(nc4ccccc24)CCCC3)cc1Cl
→ 0.9	42*	1.8	-1%	63*	5%	-4.4%	8%	i	18%	10%

Seven records drawn at random from the list so far:
Fields: TNAP activation fold	WT yeast gro inh mutant strain	Myeloid diff MLP GFP+ MAC1+ %	SIAH1 antagonists	WT yeast gro inh	PMI inhibition	XIAP antagonists	human PMI inhibition	Myeloid diff MLP	RSV antiviral HEp-2	PhoP inhibition
22) CNCC(O)Cn1c2c(c3ccccc31)CCCC2 (stereo unspecified)
→ 1.1	-5	0.2	-6%	-1	3%	0.1%	12%	i	0.4%	0%
7) O=C(CN1CCCC(O)C1)N1c2ccccc2Sc2ccc(C(F)(F)F)cc21 (stereo unspecified)
→ 1	0	0.4	-1%	-3	4%	-5.3%	7%	i	0.4%	-8%
28) COc1ccc(CCNC(=O)/C=C\c2ccccc2)cc1OC
→ 1.1	0	0.8	3%	4	6%	-1.5%	6%	i	1.2%	3%
25) CC(C)CCn1c(SCC(N)=O)nc2c1c(=O)n(C)c(=O)n2C
→ 1.2	-3	5.5	0%	8	15%	-2.1%	-14%	i	1.5%	-9%
5) CCOC(=O)CN1C(=O)CN(c2ccc(C)cc2)C1=O
→ 1.1	3	0.5	6%	-19	2%	1.8%	14%	i	1.7%	10%
23) CC(C)c1nc(N2CCN(C(=O)c3ccco3)CC2)c(C#N)c2c1COC(C)(C)C2
→ /	/	0.6	3%	/	/	/	/	i	14%	-3%
15) C=CCn1c(C)cc(C(=O)CSc2nnc3c(Cl)cc(Cl)cn23)c1C
→ 1.1	15	0.9	-1%	9	-1%	0.6%	-1%	i	2.4%	3%

New compounds follow
Fields: TNAP activation fold	WT yeast gro inh mutant strain	Myeloid diff MLP GFP+ MAC1+ %	SIAH1 antagonists	WT yeast gro inh	PMI inhibition	XIAP antagonists	human PMI inhibition	Myeloid diff MLP	RSV antiviral HEp-2	PhoP inhibition
31) CCc1ccc(CNC(=O)CC2C(=O)NCCN2Cc2ccccc2F)nc1 (stereo unspecified)
→ /	/	2.7	3%	/	/	/	/	i	1.8%	-5%
32) Cc1nc(-c2ccccc2)sc1C(=O)CSc1ccc(Cl)cc1
→ 1	5	0.6	3%	20	23%	-1.8%	17%	i	5.3%	5%
33) Cc1cccc(CCNC(=O)CN(C)S(=O)(=O)c2ccc3c(c2)c(=O)n(C)c(=O)n3C)c1
→ 1.1	-2	1.5	0%	11	-4%	-2.0%	2%	i	-0.7%	10%
34) COc1cccc(/C=C/c2ccncc2)c1OC
→ 1.1	17	0.9	2%	18	5%	-3.2%	5%	i	?	5%
35) COc1ccc(OC)c(NC(=O)CNC(=O)Cn2ccc3ccccc3c2=O)c1
→ 1.2	5	2.7	2%	4	4%	-2.8%	5%	i	0.3%	-6%
36) COc1ccc(/C(N)=N/OC(=O)Cc2ccc(OC)c(OC)c2)cc1
→ 1	7	1.5	-2%	11	-1%	-4.5%	2%	i	0.8%	1%
37) O=C(CSCc1ccc(F)cc1)NC1CCCC1
→ 1.1	4	0.8	4%	-3	2%	-3.2%	3%	i	1.6%	-11%
38) CCC(Oc1ccccc1)C(=O)Nc1ccc(S(=O)(=O)Nc2cc(C)on2)cc1 (stereo unspecified)
→ /	/	0.5	-4%	/	/	/	/	i	1.7%	8%
39) Cc1nc2ccc(NC(=S)N3CCN(c4ccccn4)CC3)cc2nc1C
→ 1	-6	0.5	0%	-7	18%	-3.1%	11%	i	0.4%	-9%
40) COC(=O)CSc1nnc(CNC(=O)c2ccco2)n1-c1ccc(F)cc1
→ 1.1	0	1.2	4%	4	-3%	-3.3%	-4%	i	1.1%	-6%
41) Cc1occc1C(=O)NC(C)C1CCCO1 (stereo unspecified)
→ 1.1	-2	8.3	0%	-9	-6%	-4.5%	2%	i	2.0%	0%
42) C/C(=N\OCc1ccccc1)c1c(O)cc(C(C)C)n(-c2ccccc2)c1=O
→ 1	-6	0.4	1%	5	-3%	-2.4%	-6%	i	8.5%	-29%
43) CC1CCCC(C)N1CC(C)(C)NS(=O)(=O)c1ccc(Cl)cc1 (stereo unspecified)
→ 1	26	1.4	-3%	30	-4%	-3.2%	-2%	i	1.6%	3%
44) O=C1CCCc2nc3c(cc21)C(O)Oc1c-3ccc2ccccc12 (stereo unspecified)
→ 1.1	5	0.4	1%	8	5%	-9.3%	-2%	i	1.4%	-6%
45) CC1CC(C)CN(CCCNC(=O)CCNC(=O)Cn2cnc3ccccc3c2=O)C1 (stereo unspecified)
→ /	/	2.2	8%	/	/	/	/	i	-0.1%	-4%
46) Cc1ccc(CN2CCN(CCCn3cccn3)CC2CCO)cc1 (stereo unspecified)
→ 1.1	9	0.7	11%	12	0%	-0.2%	6%	i	-0.4%	7%
47) COc1ccc(C(=O)CC(=O)C(=O)Nc2cccc(F)c2)cc1
→ /	/	0.5	3%	/	/	/	/	i	5.0%	4%
48) CC(=O)NS(=O)(=O)c1ccc(N=NN2CCCCC2)cc1
→ 1.3	9	0.6	-1%	-13	-8%	1.4%	-1%	i	-0.5%	-23%
49) COc1cccc(C(=O)N2N=C(c3ccccn3)CC2(O)C(F)(F)F)c1 (stereo unspecified)
→ /	/	0.7	-3%	/	/	/	/	i	-0.4%	-5%
50) CCC(C)NS(=O)(=O)c1ccc(S(=O)(=O)N(CC(=O)Nc2ccccc2)Cc2ccco2)cc1 (stereo unspecified)
→ 1	11	5.0	-7%	6	-3%	-4.2%	2%	i	-1.3%	4%
51) Cc1nc2ccc(NC(=O)N3CCCCC3)cc2nc1C
→ 1	-3	/	0%	-20	22%	-7.1%	4%	/	2.4%	2%
52) Cc1sc2nc(CC(=O)N3CCCC3)[nH]c(=O)c2c1C
→ 1.1	21	0.2	-2%	5	5%	-6.3%	3%	i	-0.3%	0%
53) COc1ccc(CN2C(=O)CC(C(=O)NCCc3ccc(S(N)(=O)=O)cc3)SC2=Nc2ccccc2)cc1 (stereo unspecified)
→ 1.6	-11	0.1	-6%	-5	6%	-3.8%	10%	i	3.4%	1%

Screening data as filed in PubChem BioAssay.
